AmpC inh detg: qHTS Inhibitors of AmpC Beta-Lactamase (assay with detergent); P00811; AmpC hydrolysis of nitrocefin, absorbance 480 nm, 0.01% Triton; Potency, µM (highest dose often 114 µM), for the others: at the top dose activity change, negative = inhibition, usual class: inhibitors; actives 0.041% (n = 370,000); AID 485294, 2010;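 also: potency is read from the fitted curve at half-maximal effect; 0% = no-compound wells and -100% = no-enzyme wells; nearly all actives have a fitted effect of over 25% in size; some results filed as inactive show a strong effect at the top dose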
Target sequence (P00811 whole entry, looked up): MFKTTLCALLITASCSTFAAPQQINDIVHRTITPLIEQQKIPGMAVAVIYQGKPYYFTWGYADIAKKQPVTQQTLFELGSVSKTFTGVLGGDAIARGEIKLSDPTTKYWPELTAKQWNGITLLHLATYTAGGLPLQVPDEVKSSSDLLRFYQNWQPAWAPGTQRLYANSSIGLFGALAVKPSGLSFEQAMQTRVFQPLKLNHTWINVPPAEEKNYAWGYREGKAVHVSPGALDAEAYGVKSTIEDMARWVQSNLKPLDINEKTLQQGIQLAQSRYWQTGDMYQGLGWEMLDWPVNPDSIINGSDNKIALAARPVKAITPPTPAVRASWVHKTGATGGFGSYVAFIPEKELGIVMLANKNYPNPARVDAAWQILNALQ
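AmpC (5.3 nM in the dispensed reagent) in 20 mM phosphate pH 7.0 with 0.01% (detergent screen) or 0.0001% Triton X-100 was preincubated with compounds for 15 min at room temperature. Nitrocefin was then added from an 800 uM solution, and hydrolysis was followed at 480 nm.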
Tb PYK inh: qHTS of Trypanosoma Brucei Inhibitors; pyruvate kinase (Trypanosoma brucei), Q57TT1; TbPYK enzyme, Kinase-Glo Plus ATP luminescence, 45 min; Potency, µM (doses to about 76.8 µM), inactives show top-dose activity, negative = inhibition, hits mostly inhibitors; actives 0.12% (n = 410,000); AID 624173, 2012; also: potency is read from the fitted curve at half-maximal effect; nearly all actives have a fitted effect of over 50% in size
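Enzyme and substrate buffer are dispensed first and compound is pin-transferred. ADP at 130 uM final then starts the reaction, which runs 45 min at room temperature. Detection reagent is added for 10 min before luminescence is imaged.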
AMA1-RON2 inh: qHTS for Inhibitors of AMA1-RON; Towards Development of Antimalarial Drug Lead: Primary Screen; Plasmodium falciparum AMA1 (3D7) - RON2 peptide interaction; AlphaScreen AMA1-biotinylated RON2 peptide binding; Potency, µM (top dose mostly 58.2 µM), inactives show top-dose activity change, negative = inhibition, actives largely listed as inhibitors; actives 0.2% (n = 360,000); AID 720542, 2013;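 also: potency is read from the fitted curve at half-maximal effect; 0% = vehicle wells and -100% = peptide control; nearly all actives have a fitted effect of over 45% in size; some results filed as inactive show a strong effect at the top dose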
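AMA1 (3D7) with his tag at 25 nM final met compounds first, then biotinylated RON2 peptide at 25 nM; detection used donor plus acceptor beads, 10 µg/mL apiece, read by AlphaScreen after 30 min at room temperature.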
AmpC no deterg: qHTS Inhibitors of AmpC Beta-Lactamase (assay without detergent). P00811. AmpC nitrocefin hydrolysis, absorbance 480 nm, 0.0001% Triton. Potency, µM (top dose mostly 57.1 µM), without a hit: top-dose activity change, negative = inhibition, most hits filed as inhibitors. actives 0.52% (n = 330,000);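 also: potency is read from the fitted curve at half-maximal effect; plate controls were no compound for no effect and no enzyme for full effect; nearly all actives have a fitted effect of over 20% in size; some results filed as inactive show a strong effect at the top dose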
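AmpC (5.3 nM in the dispensed reagent) in 20 mM phosphate pH 7.0 with 0.01% (detergent screen) or 0.0001% Triton X-100 was preincubated with compounds for 15 min at room temperature. Nitrocefin was then added from an 800 uM solution, and hydrolysis was followed at 480 nm.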
LmPK inh: qHTS Assay for Inhibitors of Leishmania Mexicana Pyruvate Kinase (LmPK); AID 1721, 2009; actives 0.37% (n = 290,000); Potency, µM (top dose mostly 57.5 µM), for the others: top-dose activity change, negative = inhibition, most hits filed as inhibitors; purified LmPK, Kinase-Glo ATP luminescence, 1 h; Q27686; also: potency is read from the fitted curve at half-maximal effect
Target sequence (Q27686 whole entry, looked up): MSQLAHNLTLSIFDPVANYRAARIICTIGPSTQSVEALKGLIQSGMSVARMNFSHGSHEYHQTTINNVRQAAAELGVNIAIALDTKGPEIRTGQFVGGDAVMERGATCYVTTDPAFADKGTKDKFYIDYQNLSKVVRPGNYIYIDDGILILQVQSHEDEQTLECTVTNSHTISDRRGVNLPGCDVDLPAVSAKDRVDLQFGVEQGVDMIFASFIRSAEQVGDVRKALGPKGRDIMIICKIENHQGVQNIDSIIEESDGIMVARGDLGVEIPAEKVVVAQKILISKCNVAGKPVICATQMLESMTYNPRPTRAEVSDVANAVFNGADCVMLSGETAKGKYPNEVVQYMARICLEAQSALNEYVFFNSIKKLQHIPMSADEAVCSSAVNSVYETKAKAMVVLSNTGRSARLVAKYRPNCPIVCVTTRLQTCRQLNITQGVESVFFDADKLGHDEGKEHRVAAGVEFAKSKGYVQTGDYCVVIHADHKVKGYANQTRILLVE
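Screened at intermediate enzyme activity to detect both inhibitors and activators: LmPK at 0.1 nM, with a 0.5 nM enzyme column as activation reference. PEP 0.5 mM, ADP 0.1 mM; ATP detected by luminescence after 1 h.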
Sm TGR inh: qHTS Assay for the Inhibitors of Schistosoma Mansoni Peroxiredoxins. purified TGR, DTNB reduction, TNB absorbance 405 nm. Potency, µM (highest dose often 114 µM), inactives show at the highest dose activity change, negative = inhibition, most hits filed as inhibitors. actives 3% (n = 360,000). AID 485364, 2010; also: potency is read from the fitted curve at half-maximal effect; nearly all actives have a fitted effect of over 60% in size
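TGR 20 nM + NADPH 100 uM (dispensed conc.), cpd preinc 15 min RT; start with NADPH (500 uM addition) then DTNB (15 mM addition). Kinetic TNB absorbance, 405 nm filter. Four-parameter Hill fit across titration.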
HCMV antiviral: qHTS Assay for inhibitors of the human cytomegalovirus (HCMV); HFF cells, HCMV-luciferase reporter, 72 h; active compounds read low; activity change, negative = inhibition, % at 57.5 µM; actives 4.5% (n = 410,000); AID 1259415, 2018; in the data active = activity change below about -60%; inconclusive = no clear call, values can overlap the other calls; inactive = above about -39%
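Steps: HFFs plated, 16 h 37C; compounds added; HCMV-luciferase added to MOI 1 PFU/cell; 72 h 37C; OneGlo reagent, 5 min room temperature; luminescence read, normalized to controls.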
An asterisk follows results filed as active; ? = inconclusive; . = not tested or not shown; & = joins results of further samples; [ ] = another dose, or the depositor's remark. Unless noted, calls follow the shape of the dose curve; as a rule, active = well fitted curve in the direction sought with a large enough effect; inconclusive = small, poorly fitted or top-dose-only effect, or another doubt; inactive = no such curve, though single readings can be large; an effect the other way counts as inactive or inconclusive. Unless noted, % is scaled to controls: 0 for no effect and ±100 for the full control effect. Not a hit list, and some 7.4% of all compounds hit somewhere here.

No.	compound	AmpC inh detg	Tb PYK inh	AMA1-RON2 inh	AmpC no deterg
1	CC(NC(=O)Cn1c(=O)oc2cc(S(=O)(=O)NCc3ccccc3)ccc21)c1ccccc1 (stereo unspecified)	17%	3%	.	.
2	Cc1ccc(C(=O)CC(C(=O)O)n2cnc([N+](=O)[O-])n2)cc1 (stereo unspecified)	-1%	-19%	-2%	0%
3	CCOC(=O)N1CCN(CC(=O)Nc2c(C(=O)OC)[nH]c3ccc(Cl)cc23)CC1	-10%	3%	20%	66%[activator]
4	COc1ccc(CCNC(=O)CN2C(=O)C(=O)N(C3CCCC3)C2=O)cc1OC	1%	-7%	1%	-13%
5	O=C1N(c2ccccc2)C(c2ccc(Cl)cc2)N2CCCN12 (stereo unspecified)	-4%	8%	-6%	-3%
6	O=C(Nc1scc(-c2ccc(F)cc2)c1C(=O)O)c1ccco1	3%	-3%	11%	-21%
7	CCCN1CCN(S(=O)(=O)c2ccc(-n3cnnn3)cc2)CC1	4%	-2%	-5%	-8%
8	O=C(/C=C/C(Cl)(Cl)Cl)Nc1ccc(Cl)cc1	.	1%	-2%	.
9	Cc1ccc(-c2cc(C(=O)NCC3(N(C)C)CCCCC3)c3ccccc3n2)o1	.	-4%	13%	.
10	Cn1c(N)c(C(=O)COC(=O)C2CCN(S(=O)(=O)c3cccs3)CC2)c(=O)n(C)c1=O	3%	1%	-18%	-6%
11	CCCc1cc(=O)n2nc(N3CCC(C(=O)Nc4c(F)c(F)c(F)c(F)c4F)CC3)sc2n1	1%	-1%	13%	-9%
12	CCOC(=O)/C(O)=C/c1ncc(C(F)(F)F)cc1Cl	0%	1%	32%[activator]	-3%
13	C=CCn1c(-c2ccc(Cl)cc2)ccc(C#N)c1=O	2%	2%	41%[activator]	-32%
14	Cc1ccc(C#CC(C)(O)C(C)(C)C)cn1 (stereo unspecified)	?	-6%	-1%	-3%
15	CN1C2CNC(=O)CC1C1CCC2C1 (stereo unspecified)	.	-6%	-4%	.

No.	LmPK inh	Sm TGR inh	HCMV antiviral
1	.	0%	-8
2	2%	2%	-3
3	-7%	-6%	?
4	.	1%	?
5	2%	1%	-15
6	?	2%	-20
7	-4%	1%	0
8	.	.	-39
9	.	.	?
10	0%	2%	-32
11	1%	6%	0
12	9%	4%	-5
13	-4%	4%	-17
14	2%	6%	-28
15	.	.	85

Of the compounds above, two contain a COOH group.
No.	compound	AmpC inh detg	Tb PYK inh	AMA1-RON2 inh	AmpC no deterg
2	Cc1ccc(C(=O)CC(C(=O)O)n2cnc([N+](=O)[O-])n2)cc1 (stereo unspecified)	-1%	-19%	-2%	0%
6	O=C(Nc1scc(-c2ccc(F)cc2)c1C(=O)O)c1ccco1	3%	-3%	11%	-21%

No.	LmPK inh	Sm TGR inh	HCMV antiviral
2	2%	2%	-3
6	?	2%	-20

More compounds.
No.	compound	AmpC inh detg	Tb PYK inh	AMA1-RON2 inh	AmpC no deterg
16	CCOc1ncccc1C(=O)OCC(=O)NCCc1ccccc1	?	-16%	-11%	-9%
17	CC(C)OCCCNC(=O)c1ccc2c(c1)NC(=O)c1ccccc1S2	-2%&-1%	-5%&0%	8%	-9%
18	COCCn1c(C)cc(C2=NNC(=Nc3ccccc3F)SC2)c1C	-1%	?	17%	14%
19	CN(CC(=O)Nc1ccc(F)cc1)C(=O)COC(=O)/C=C/c1ccc(OC(F)F)cc1	-11%	0%	1%	10%
20	COc1ccc(S(=O)(=O)Nc2ccc3cn[nH]c3c2)cc1C	-5%	-7%	8%	-52%
21	CCOC(=O)c1oc2cc(OC(C)=O)ccc2c(=O)c1-c1ccc(OC)c(OC)c1	7%	-1%	1%	22%
22	O=[N+]([O-])c1cccc(/C=N/NC2CCS(=O)(=O)C2)c1 (stereo unspecified)	-3%	-20%	4%	-7%
23	CC(C)(C)OC(=O)N1CCN(C(=O)c2[nH]cnc2C(=O)Nc2nccs2)CC1	-8%	1%	149%[activator]	-16%
24	COc1ccc2[nH]c(-c3ccccc3)cc2c1	-3%	-1%	-21%	-18%
25	C=CCn1c(SCc2ccc(Br)cc2F)nc2cc(C(=O)O)ccc2c1=O	-13%	8%	-2%	-30%
26	CC(C)CCSc1nc(N2CCOCC2)c2c(c1C#N)CC(C)(C)OC2	-16%	10%	-3%	52%
27	CCc1ccc(C(=O)C(C)OC(=O)C2COc3ccccc3O2)cc1 (stereo unspecified)	-2%	-7%	-1%[11.6 µM]	-53%
28	CN(c1ccccc1)S(=O)(=O)c1cc(C(=O)Nc2ccccc2N2CCOCC2)ccc1Cl	.	-11%	6%	.
29	Cc1cc(C)c(C)c(S(=O)(=O)NC(C)C(=O)O)c1C (stereo unspecified)	-5%	4%	-2%	-13%
30	O=C(O)C1CCCN1C(=O)c1cncc(Br)c1 (stereo unspecified)	-20%	3%	6%	-6%

No.	LmPK inh	Sm TGR inh	HCMV antiviral
16	0%	2%	-5
17	5%	-26%&0%	?
18	10%	-20%	-73*
19	.	-6%	0
20	13%	-1%	15
21	-1%	?	11
22	-6%	-32%	36
23	.	-19%	-29
24	-10%	-2%	-36
25	-13%	2%	-23
26	0%	1%	-7
27	2%	-1%	-98*
28	.	.	-18
29	-2%	0%	-12
30	-1%	?	22

Going on with the list.
No.	compound	AmpC inh detg	Tb PYK inh	AMA1-RON2 inh	AmpC no deterg
31	Cc1cc2ncc(-c3ncc(C(F)(F)F)cc3Cl)cn2n1	0%	-8%	3%	?
32	Cc1cc(C)cc(NC2=CC(c3cccc(F)c3)N(c3cc(C)cc(C)c3)C2=O)c1 (stereo unspecified)	-4%	-4%	.	.
33	COc1ccc(NC(=O)c2cccnc2)c(OC)c1	0%	1%	5%	-19%
34	O=C(O)CCc1ccccc1OC(=O)c1ccccc1	-5%	1%	11%	-18%
35	Cc1cc(C)nc(NC(=O)CCCC(=O)O)c1	-6%	-5%	-9%	1%
36	CN(CC1CCCO1)S(=O)(=O)c1ccc(C(=O)Nc2nc(-c3ccccn3)cs2)cc1 (stereo unspecified)	-9%	-3%	-37%	21%
37	O=C(NCCCn1ccnc1)c1cc(-c2cccc(O)c2)on1	-7%	-3%	-2%	-13%
38	O=C(Nc1cccc(Br)c1)/C(=C\c1cccnc1)NC(=O)c1ccco1	-13%	-2%	4%	94%[activator]
39	Cc1ccccc1NC(=O)c1ocnc1C	-5%	0%	2%	-17%
40	COc1cc(/C=N/NC(=O)c2nnn(-c3nonc3N)c2C(C)C)ccc1OCc1ccc(F)cc1	-9%	-1%	-2%	-20%
41	FC(F)(F)c1cc(C(F)(F)F)c2ccc(N3CCN(c4ncccn4)CC3)nc2n1	?	-1%	6%	-1%
42	CNc1nc(N)nc(-c2cc(Cl)ccc2OC)n1	6%	3%	4%	-10%
43	CCOC(=O)c1sc(N(C)C)nc1-c1ccccc1	-2%	7%	0%	-2%
44	C[C@@H]1O[C@@H](OC[C@H]2O[C@@H](Oc3cc(O)c4c(=O)cc(-c5ccc(O)c(O)c5)oc4c3)[C@H](O)[C@@H](O)[C@@H]2O)[C@H](O)[C@H](O)[C@H]1O	.	-10%	16%	-6%
45	Cc1cc(C)c(NC(=O)Nc2ccccc2)c(Cl)c1	?	12%	1%[2.32 µM]	-15%

No.	LmPK inh	Sm TGR inh	HCMV antiviral
31	?	4%	40
32	.	-18%	-7
33	9%	3%[11.4 µM]	-21
34	-1%	-1%	35
35	-2%	4%	-29
36	0%	6%	.
37	3%	-11%	30
38	4%	13%	26
39	-1%	1%	0
40	-5%	14%	2
41	2%	-26%	1
42	5%	0%	24
43	1%	-14%	6
44	.	.	.
45	2%	-1%	-20

Sorted by count of non-hydrogen atoms (ascending): 4 of the compounds above.
No.	compound	AmpC inh detg	Tb PYK inh	AMA1-RON2 inh	AmpC no deterg
42	CNc1nc(N)nc(-c2cc(Cl)ccc2OC)n1	6%	3%	4%	-10%
29	Cc1cc(C)c(C)c(S(=O)(=O)NC(C)C(=O)O)c1C (stereo unspecified)	-5%	4%	-2%	-13%
31	Cc1cc2ncc(-c3ncc(C(F)(F)F)cc3Cl)cn2n1	0%	-8%	3%	?
11	CCCc1cc(=O)n2nc(N3CCC(C(=O)Nc4c(F)c(F)c(F)c(F)c4F)CC3)sc2n1	1%	-1%	13%	-9%

No.	LmPK inh	Sm TGR inh	HCMV antiviral
42	5%	0%	24
29	-2%	0%	-12
31	?	4%	40
11	1%	6%	0

(list continues)
No.	compound	AmpC inh detg	Tb PYK inh	AMA1-RON2 inh	AmpC no deterg
46	CCN(Cc1ccncc1)Cc1c(O)ccc2cc(Br)ccc12	-4%	-13%	16%	-56%
47	CCCCN(CCCC)c1nc(-c2ccccc2)nc2ccccc12	-2%	-1%	.	.
48	Cc1ccnc(NS(=O)(=O)c2ccc(C(C)(C)C)cc2)c1	2%	.	.	-11%
49	CCOC(=O)c1c(CN(C)C)n(C)c2ccc(OC(C)=O)cc12	-10%	-14%	5%	1%
50	CCCCN(C)S(=O)(=O)c1c(C)[nH]c(=O)[nH]c1=O	?	0%	0%	-20%
51	CCCCc1ccc(NC(=O)COCC)cc1	-12%	-1%	0%	-9%
52	Cc1ccccc1CNC(=O)C1CCCN(c2nnc(-n3c(C)ccc3C)s2)C1 (stereo unspecified)	-3%	3%	.	.
53	c1ccc(C[n+]2csc3ccccc32)cc1	-18%	?	?	-22%

No.	LmPK inh	Sm TGR inh	HCMV antiviral
46	1%	1.8µM*	-32
47	.	-2%	-21
48	0%	6%	-30
49	0%	0%	-11
50	-1%	-22%	-10
51	-9%	10%	-28
52	.	?	-35
53	1%	4.5µM*	61

Compound activity deposited in PubChem BioAssay by National Center for Advancing Translational Sciences (NCATS).
